Assay outcomes from PubChem BioAssay.
Myeloid diff MLP = induction of myeloid progenitor differentiation, primary screen, cell-based, flow cytometry, MLPCN library; calls only at 10 µM; 360,000 compounds, 1% hits; ER-HoxA9 myeloid progenitors, lysozyme-GFP differentiation;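 active = normalized GFP-positive differentiation at or above the plate's own cutoff, the solvent-only control mean plus 3 SD; inconclusive = no clear call, values can overlap the other calls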;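 note: cells exposed to compound for four days before flow analysis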
HIV fusion peptide = inhibitors of HIV fusion peptide binding, primary screen, biochemical, uHTS, fluorescence dequenching (AID 1986) | 290,000 compounds, 0.3% hits | one-dose inhibition, % at 20 µM; IC50 in µM for titrated hits | cell-free peptide binding, fluorescence dequenching, 30 min; higher % means a stronger effect; in the data active = inhibition mostly above about 52%, no sharp cut-off; inactive = mostly below about 76%; note: some results filed as inactive read as strong as hits
HEK293 NOD2/NF-kB = NOD2 signaling inhibitors, cell-based, luminescence, uHTS, HEK293 (AID 1566); HEK293 NOD2/NF-kB luciferase reporter, luminescence; higher % means a stronger effect; inhibition, % at 4 µM, or EC50 in µM where a hit was titrated; 290,000 compounds, 0.63% hits; note: many of its hits are not listed in these tables
GPR35 antagonists = GPR35 antagonists blocking zaprinast-driven arrestin recruitment, primary screen, imaging, U2OS, beta-arrestin-GFP, zaprinast agonist (AID 2058); G-protein coupled receptor 35 (Homo sapiens); U2OS GPR35 beta-arrestin-GFP translocation imaging, zaprinast antagonism; higher % means a stronger effect; inhibition, % at 10 µM, or IC50 in µM where a hit was titrated; 290,000 compounds, 0.052% hits;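 active = inhibition of at least 50% with at least 30 cells and total cytoplasm GFP at most 10,000,000; inconclusive = under 30 cells or total GFP of 10,000,000 plus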
NOD1 NF-kB reporter = NOD1 signaling inhibitors, primary screen, cell-based, luminescence, uHTS (AID 1578) | NOD1-driven NF-kB luciferase reporter cells, luminescence; higher % means a stronger effect | one-dose inhibition, % at 4 µM; EC50 in µM for titrated hits | 290,000 compounds, 1% hits; in the data active = inhibition mostly above about 36%, no sharp cut-off; inactive = mostly below about 34%;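 note: HEK-293T reporter cells stimulated with the NOD1 agonist gamma-tri-DAP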
GPR55 antagonists = GPR55 antagonists blocking LPI-driven arrestin recruitment, primary screen, imaging, U2OS, beta-arrestin-GFP, LPI agonist (AID 2013); G-protein coupled receptor 55 (Homo sapiens); U2OS GPR55 beta-arrestin-GFP translocation imaging, LPI antagonism; higher % means a stronger effect; one-dose inhibition, % at 10 µM; IC50 in µM for titrated hits; 290,000 compounds, 0.13% hits;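 active = spots per cell inhibited over 60%, with over 100 cells counted and total cytoplasm intensity under 500,000; inconclusive = wells with under 100 cells, flagged as likely toxic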;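 note: U2OS cells stably carrying GPR55 and arrestin-GFP stimulated by 5 µM LPI near EC80; imaged beta-arrestin-GFP aggregate spots per cell after agonist stimulation; plate controls were LPI-stimulated DMSO wells for no effect and DMSO wells without LPI for full effect; some results filed as inactive read as strong as hits; confirmed hits need IC50 under 10 µM and bright autofluorescent wells are also inconclusive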
KOR beta-arrestin-1 = KOR agonists, beta-arrestin recruitment, primary screen, cell-based, luminescence, uHTS (AID 1777). activation, % at 10 µM, or EC50 in µM where a hit was titrated. 280,000 compounds, 0.02% hits. KOR beta-arrestin recruitment, luminescence; higher % means a stronger effect; in the data active = activation above about 50%, passing the limit was not always enough; note: a part of the inactive calls stands beside numbers as strong as those of hits
KOR beta-arrestin-2 = KOR antagonists, beta-arrestin recruitment, cell-based, luminescence, uHTS (AID 1778); Kappa-type opioid receptor (Homo sapiens); KOR beta-arrestin recruitment, luminescence, antagonist mode; higher % means a stronger effect; inhibition, % at 10 µM; hits with a dose series show IC50 in µM; 290,000 compounds, 0.091% hits; note: strong numbers were not always called active
GPR55 activation = GPR55 agonists via beta-arrestin recruitment, primary screen, imaging, U2OS cells, beta-arrestin-GFP redistribution (AID 1961); G-protein coupled receptor 55 (Homo sapiens); U2OS GPR55 beta-arrestin-GFP redistribution imaging; higher % means a stronger effect; activation, % at 10 µM; hits with a dose series show EC50 in µM; 290,000 compounds, 0.048% hits;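 active = activation above 40% with more than 50 cells counted in the well; inconclusive = wells holding fewer than 50 cells, flagged as toxic or sparse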;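 note: U2OS osteosarcoma cells stably expressing GPR55 and beta-arrestin-GFP; plate controls were DMSO negative control for no effect and LPI positive control for full effect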
Myeloid diff MLP GFP+ MAC1+ % = recorded beside Myeloid diff MLP, whose call it bears; GFP+ MAC1+ double positive, %; measured here: differentiation confirmed by MAC1 staining
Starred values were filed as active, the others as inactive; i = inactive; ? = inconclusive; . = not tested or not shown; + = active, no number; [ ] = dose if it differs, or a comment. Cut-off read from the data, not from the text of the source, unless noted: active = inhibition above about 50%; inactive = the rest.

Values run as follows: KOR beta-arrestin-2, GPR55 antagonists, NOD1 NF-kB reporter, Myeloid diff MLP GFP+ MAC1+ %, GPR35 antagonists, Myeloid diff MLP, GPR55 activation, KOR beta-arrestin-1, HIV fusion peptide, HEK293 NOD2/NF-kB
1: CCc1ccc(CNc2ccc3c(c2)ncn3CC)cc1
  10%, -5%, -17%, 0.3, 6%, i, -0.1%, -0.4%, -3.3%, -16%
2: CCOc1ccc(NC(=O)CN(C)C(=O)c2ccc(C)o2)cc1OCC
  -16%, 0%, -9%, 0.8, 3%, i, -0.3%, 2.5%, -0.4%, 7%
3: S=C1N(c2ccccc2)C(c2ccc(Cl)cc2)N2CCCN12 (stereo unspecified)
  -2%, 17%, -9%, 0.5, 4%, i, -0.1%, -0.3%, -0.5%, -5%
4: Cc1cc(C)c(-c2nc3ccccc3s2)[nH]1
  -59%, -9%, -61%, 2.1*, -4%, +, 0.2%, 3.1%, -0.5%, -37%
5: C[C@H](NC(=O)NCCc1ccccc1)C(=O)O
  -52%, -7%, -7%, ., -8%, ., 0.5%, -6.0%, -0.6%, -26%
6: COC(=O)c1oc2ccc(Br)cc2c1NC(=O)CCCN1C(=O)c2ccccc2C1=O
  -52%, -12%, 3%, 3.2, 7%, i, 1.0%, 2.4%, -0.7%, 2%
7: CC1CC(C)(C)N2C(=O)C(=C(C#N)C#N)c3cccc1c32 (stereo unspecified)
  -20%, 14%, 1%, 0.1, 0%, i, 0.6%, -1.1%, 1.1%, 25%
8: O=S(=O)(c1ccc(N2CCN(CCO)CC2)nc1)N1CCCCC1
  -49%, 0%, -34%, 0.9, 3%, i, 1.0%, 2.5%, -1.2%, 0%
9: O=S(=O)(Nc1ccc(OC(F)(F)F)cc1)c1cccc2nonc12
  4%, -1%, -1%, 0.4, -9%, i, 0.7%, 0.9%, 1.6%, 27%
10: COc1ccc(OC)c(CNc2ncc(-c3ccc(F)cc3)n2C)c1
  -49%[20 µM], 6%, 47%, 0.4, 12%, i, -0.1%, 0.0%, 0.2%, 6%
11: CCSc1nnc(N(CCC(=O)O)CCC(=O)O)s1
  -12%, 8%, 30%, 1.4, 8%, i, -0.2%, 0.9%, 2.6%, 14%
12: NC(=O)C1CCC(NC(=O)OCc2ccccc2)CC1 (stereo unspecified)
  -14%, 6%, -3%, 0.6, -4%, i, -0.2%, 6.2%, 1.4%, 2%
13: O=C(c1c(Cl)nc2sccn12)N(C(=O)c1c(Cl)nc2sccn12)c1ccc(Cl)cn1
  4%, 1%, -2%, 0.6, 4%, i, -0.2%, 21%, 23%, -67%
14: Cc1ccccc1NC(=O)CSC(N)=O
  6%, 2%, -7%, 0.6, -12%, i, -0.2%, -1.8%, 2.4%, 7%
15: CCN=C1NN=C(c2cc(C)n(CCc3ccccc3)c2C)CS1
  12%, 9%, -15%, 0.7, -6%, i, 0.1%, -2.9%, 12%, 0%
16: COC(=O)C1=C(C)N(CC2CCCO2)C(=O)/C1=C\c1ccc(O)cc1 (stereo unspecified)
  -2%, -4%, -10%, 0.8, -6%, i, 0.3%, -3.8%, -1.9%, 0%
17: O=C(N/C(=C\c1ccc(Br)cc1)C(=O)N1CCOCC1)c1ccc([N+](=O)[O-])cc1
  -12%, 2%, -34%, 0.2, -6%, i, 0.2%, -6.3%, -1.2%, -3%
18: Cc1cc(N/C=C(\C#N)S(=O)(=O)c2ccccc2Cl)nc(C)n1
  16%, 3%, 0%, 0.7, 0%, i, 0.6%, 2.3%, 0.4%, 24%
19: COc1ccc(OC)c(/C=N/N(C)c2ccccc2)c1
  -54%, -3%, -60%, 0.1, 5%, i, -0.2%, -0.3%, -1.0%, -31%
20: COCC(=O)N(C)C1(c2nnnn2CCOC(=O)Nc2ccc(Cl)cc2)CCCC1
  26%, 14%, -15%, 2.9, -10%, i, -0.1%, -2.7%, 1.7%, 2%
21: CCOC(=O)/C(=C/c1ccc(F)cc1)NC(C)=O
  -12%, 4%, 25%, 0.2, 8%, i, -0.1%, -1.1%, 0.8%, 2%
22: O=C(O)c1ccc(-c2nc(-c3ccc(Cl)c(Cl)c3)cs2)cc1
  -11%, 18%, -24%, 0.1, 0%, i, 0.5%, -2.4%, 70%, -20%
23: CN1CCN(S(=O)(=O)c2cccc(C(=O)O)c2)CC1
  -7%, 8%, -21%, 0.6, 7%, i, 0.1%, 0.9%, -0.4%, -2%
24: Cc1cc(C)c(S(=O)(=O)NCCC2CCCN2C)c(C)c1 (stereo unspecified)
  -12%, 8%, -20%, 0.7, 13%, i, -0.1%, -1.3%, 0.7%, 9%
25: COC(=O)c1ccc(COc2ccccc2/C=C(\C#N)C(=O)Nc2c(C)cc(C)cc2C)cc1
  -24%, -1%, 66%, ., 2%, ?, -0.2%, -3.6%, -0.1%, -34%
26: O=C(NNc1ccccc1C(F)(F)F)c1sccc1Br
  -5%, 6%, -11%, 0.1, 5%, i, -0.2%, 5.6%, -0.4%, -25%
27: CCCCOc1ccc(Cc2c(O)nc(SC)[nH]c2=O)cc1
  0%[20 µM], -7%, -13%, 0.9, -10%, i, 0.0%, -3.3%, -1.6%, 20%
28: O=C(N/N=C/c1cc(Cl)cc([N+](=O)[O-])c1O)NC12CC3CC(CC(C3)C1)C2
  28%, 8%, -11%, 0.5, 3%, i, -0.3%, 0.6%, 23µM*, 8%
29: Cc1ccc(NC(=O)Nc2c(C)[nH]c(=O)[nH]c2=O)cc1Cl
  -9%, 2%, 9%, 0.4, 8%, i, -0.1%, -2.1%, 1.4%, 6%
30: CCCCOc1ccc(NS(=O)(=O)c2ccc(-n3cnnn3)cc2)cc1
  -8%, 7%, -6%, 0.0, 7%, i, -0.2%, 2.9%, 0.7%, -7%
31: Cc1ccc(NC(=O)N2CCCC2C(=O)Nc2ccc3c(c2)OCCO3)cc1 (stereo unspecified)
  -1%, 4%, -16%, 0.4, 3%, i, -0.2%, 5.5%, 0.0%, -15%
32: CCOC(=O)c1c(NC(=O)C(Sc2ccccc2)c2ccccc2)sc(C(=O)N(C)C)c1C (stereo unspecified)
  32%, 18%, 10%, 1.7, 3%, i, 0.6%, 6.9%, 3.5%, 14%
33: CCSc1nnc(CNC(=O)c2ccccc2F)n1-c1ccccc1OC
  6%, 1%, -2%, 0.4, 8%, i, -0.3%, -1.5%, -2.1%, 12%
34: Cc1ccc(C2(c3noc(CN(C)CC4CCCCO4)n3)CCCC2)cc1 (stereo unspecified)
  -20%[20 µM], 7%, -15%, 0.6, 13%, i, -0.1%, ., -0.6%, 20%
35: CC(=O)Nc1ccc(S(=O)(=O)Nc2ccccc2C(=O)N2CCCCC2)cc1
  30%, -3%, 13%, 0.5, 2%, i, 0.1%, -3.5%, -1.8%, 2%
36: COc1ccc(/C=N/NC(=O)c2ccn[nH]2)cc1COc1ccc([N+](=O)[O-])c(C)c1
  -13%, 1%, 1%, 0.6, 9%, i, -0.1%, ., -2.5%, 14%
37: O=C(NCCc1ccccc1)c1cnc2ccccn2c1=O
  4%, -11%, 4%, 6.9, 0%, i, -0.1%, -0.6%, -0.9%, -80%
38: NC(=O)c1ccc(-n2nnnc2SCC(=O)NC2CCCCC2)cc1
  -23%, -2%, -7%, 0.3, 0%, i, -0.4%, 9.0%, 2.2%, -20%
39: CSc1ccccc1NC(=O)c1ccoc1C
  21%, 0%, -4%, 1.6, 5%, i, -0.2%, -4.1%, -2.3%, 12%
40: COc1cc2c(C)nc(C)c(C#N)c2cc1OC
  2%, 10%, 1%, 0.7, 13%, i, -0.1%, -2.5%, 2.5%, 1%
41: O=C(CN1CCS(=O)(=O)CC1)NNC(=O)C1CCCCC1
  14%, -4%, -11%, 0.1, 16%, i, 0.2%, 1.4%, -1.7%, 6%
42: Cc1nn(-c2ccccc2)c(C)c1-c1cc(C(=O)N/N=C/c2cccnc2)[nH]n1
  4%, -3%, 1%, ., -19%, ., 0.1%, 2.3%, 0.0%, 18%
43: Cc1ccc2[nH]c3c(c2c1)CC/C(=C/c1ccccc1)C3=O
  -34%, -1%, -48%, 0.5, 2%, i, 0.3%, 0.5%, 0.5%, -89%
44: O=C1CCCN1CCCNc1ncnc2c1[nH]c1ccccc12
  -4%, 3%, 2%, 1.4, 12%, i, -0.1%, -7.2%, -3.5%, 6%
45: O=C(c1ncc[nH]1)c1ccccc1C(=O)N1CCOCC1
  -7%, -10%, 8%, 8.6, -3%, i, -0.1%, 4.5%, -4.1%, -11%
46: Cc1ccc(S(=O)(=O)N(C)CC(=O)NCCc2c[nH]c3ccccc23)cc1
  0%, 6%, 2%, 2.0, -14%, i, 0.5%, 2.6%, -0.9%, 25%
47: COc1ccc(C=O)cc1CN1CCCN(Cc2ccc(Cl)cc2)S1(=O)=O
  -1%, 13%, -4%, 1.1, 13%, i, 0.6%, -9.2%, 1.5%, 16%
48: CC(C)CNC(=O)CC(=O)N/N=C/c1cccs1
  -19%, 9%, -19%, 0.5, -5%, i, -0.1%, -2.5%, -0.4%, 2%
49: COc1cc(CCC(=O)OCC(=O)Nc2cccc(S(N)(=O)=O)c2)cc(OC)c1OC
  24%, 17%, -11%, 0.6, 2%, i, 0.3%, -1.1%, 1.5%, 0%
50: CN(C(=O)COC(=O)/C=C/c1cccc([N+](=O)[O-])c1)C1CCS(=O)(=O)C1 (stereo unspecified)
  11%, 9%, 61%*, 0.4, 17%, i, -0.1%, ., -0.1%, 15%
51: Cc1ccccc1NC(=S)NC(=O)COc1ccccc1C
  0%, 9%, -19%, 0.5, -16%, i, -0.2%, 3.6%, 0.5%, -15%
52: OC(C#Cc1ccccn1)c1cccs1 (stereo unspecified)
  22%, 2%, 35%, 1.0, 6%, i, -0.1%, -2.3%, -1.9%, 10%
53: CCOc1ccc(S(=O)(=O)NCc2ccncc2)cc1
  11%, -14%, 33%, 2.1, -1%, i, 0.2%, -2.5%, 0.0%, 45%
54: Cc1nn(C(C)(C)C)c(OC(=O)c2ccc3c(c2)OCO3)c1S(=O)(=O)c1ccccc1
  1%, 8%, 54%, 0.5, 12%, i, 0.2%, 16%, 1.4%, 11%
55: COCCNC(=O)/C(C#N)=C/C(C)=C/c1ccccc1
  -4%, 8%, -19%, 0.5, -8%, i, 0.2%, 0.0%, 0.9%, -19%
56: O=C(COc1ccc(Cl)cc1[N+](=O)[O-])N/N=C/c1cccs1
  -2%, 12%, 4%, 0.7, -1%, i, -0.2%, -1.1%, -0.8%, 39%
57: Cc1ccc(=O)n(C(C(=O)NCc2ccco2)C(=O)c2ccc(F)cc2)c1 (stereo unspecified)
  25%, 24%, -11%, 0.5, 2%, i, 0.0%, -3.2%, 0.3%, 3%

The list is partial; the hit share may differ from the screen's.
